# From PubChem BioAssay
# CAL PDZ FP-1 – inhibitors of human CAL PDZ peptide binding; inhibition, % at 20 µM; AID 504414; actives 0.02% (n = 330,000); purified CAL PDZ, TMR-peptide fluorescence polarization, 1 h; Q9HD26;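 active = highest replicate inhibition of at least 40%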;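 also: plate controls were DMSO neutral control wells for no effect and unlabeled competitor peptide control wells for full effect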
#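 System: tagged CAL PDZ domain. Schedule: 1 h room-temperature incubation prior to read. Signal: fluorescence polarization (mP). Measure: percent inhibition from loss of millipolarization.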
# cardiac RTF act – increases calcium sensitivity of human cardiac regulated thin filaments | P19429+P45379 | IANBD-labeled TnC RTF fluorescence at EC20 calcium; 0% EC20 calcium, 100% full calcium | activation, % at 7.2 µM | actives 0.24% (n = 340,000) | AID 493008;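 active = activation above the mean over all tested compounds plus 3 SD, cut at about 30% in these data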;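 also: rise in fluorescence read as greater calcium sensitivity of cardiac thin filaments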
# Rtt109 Vps75 – C. albicans Rtt109 histone acetyltransferase inhibition; Q5AAJ8; purified Rtt109/Vps75, ThioGlo CoA-SH fluorescence, 4 h; inhibition, % at 34.9 µM; actives 0.16% (n = 330,000); AID 540336;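 active = inhibition of at least 50% in every replicate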
# Target sequence (Q5AAJ8 whole entry, looked up): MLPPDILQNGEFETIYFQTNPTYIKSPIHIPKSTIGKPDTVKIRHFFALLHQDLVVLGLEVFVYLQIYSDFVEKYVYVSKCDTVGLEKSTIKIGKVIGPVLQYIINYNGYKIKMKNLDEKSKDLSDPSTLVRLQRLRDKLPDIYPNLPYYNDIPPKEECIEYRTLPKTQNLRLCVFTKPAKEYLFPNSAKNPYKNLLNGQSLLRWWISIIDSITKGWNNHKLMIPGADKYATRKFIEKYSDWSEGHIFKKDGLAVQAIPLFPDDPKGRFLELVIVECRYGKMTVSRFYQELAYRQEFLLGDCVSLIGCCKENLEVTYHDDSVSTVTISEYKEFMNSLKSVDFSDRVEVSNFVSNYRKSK
# PKA-R2B act – PKA-R2B complex activation. PKA-R2B holoenzyme dissociation, Cy5-IP20 fluorescence polarization; R2B truncated from residue 108, S112A mutant; 0% DMSO only, 100% 113 µM cGMP. activation, % at 11.4 µM. actives 0.079% (n = 340,000);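 active = activation above a cutoff set at the mean over all compounds plus 3 SD, cut at about 18% in these data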;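 also: higher means more holoenzyme dissociation and a rise in polarization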
# Target sequence (P31323 whole entry, looked up, other chains not shown, the tested form may be a part): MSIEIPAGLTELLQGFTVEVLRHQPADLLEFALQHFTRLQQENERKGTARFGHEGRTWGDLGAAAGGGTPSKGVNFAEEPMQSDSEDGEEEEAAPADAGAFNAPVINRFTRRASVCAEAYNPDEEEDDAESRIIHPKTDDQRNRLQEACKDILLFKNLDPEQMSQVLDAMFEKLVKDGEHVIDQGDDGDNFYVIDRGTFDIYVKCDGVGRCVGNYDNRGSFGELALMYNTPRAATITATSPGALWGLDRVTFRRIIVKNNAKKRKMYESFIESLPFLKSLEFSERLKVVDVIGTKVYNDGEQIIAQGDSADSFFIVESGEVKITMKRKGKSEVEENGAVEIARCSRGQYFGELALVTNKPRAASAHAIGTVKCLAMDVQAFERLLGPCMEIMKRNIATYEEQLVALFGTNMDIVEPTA
# SR-BI uptake up – enhances SR-BI lipid uptake from DiI-HDL. CHO ldlA[mSR-BI] cells, DiI-HDL uptake fluorescence, 3 h; 100 = double the neutral-control signal. actives 0.096% (n = 320,000). activation, % at 12.5 µM;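 active = mean replicate activation of at least 60% and every replicate at or above 60%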;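 also: 0% = median plate neutral-control signal and 100% = twice that signal; values of inactives mirror those of a sister screen read the other way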
#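 Test system: SR-BI-overexpressing, LDLR-lacking CHO cells; Medium: Ham's F12 with 0.5% BSA, HEPES 25 mM, pH 7.4; Schedule: 3 h, 37 °C; Technique: bottom-read fluorescence, 550/595 nm.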
# DAGLB inh – diacylglycerol lipase beta (human) inhibition; actives 0.059% (n = 340,000); HEK293T DAGLB membrane lysate, EnzChek fluorogenic substrate; AID 504411; inhibition, % at 5.17 µM; in the data active = inhibition above about 34%;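 also: 0% = enzyme with vehicle and 100% = wells lacking enzyme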
# Cardiac RTF inh – cardiac RTF calcium desensitization. IANBD-labeled cardiac RTF, Ca2+ fluorescence. actives 0.12% (n = 340,000). inhibition, % at 7.15 µM. AID 493244. P19429+P45379;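 active = inhibition above the mean inhibition of all tested compounds plus 3 SD, cut at about 17% in these data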;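 also: assay run at fixed EC70 calcium of 1.6 mM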
# Keap1 Nrf2 FP – inhibitors of human Keap1-Nrf2 protein-protein interaction; inhibition, % at 9.4 µM; Keap1 Kelch-Nrf2 peptide fluorescence polarization, 1536-well; AID 504523; Q14145; actives 0.15% (n = 340,000); in the data active = inhibition above about 12%;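 also: human Keap1 Kelch domain with fluorescein labeled Nrf2 9mer peptide probe; 0% = neutral control wells and 100% = peptide positive control; higher means more block of Keap1 binding to Nrf2 peptide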
# CAL PDZ FP-2 – blocks peptide binding to the human CAL PDZ domain; inhibition, % at 24.9 µM; purified CAL PDZ, TMR-peptide fluorescence polarization, 1 h; AID 602252; actives 0.92% (n = 300,000);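 active = mean inhibition of at least 30% with at least half of replicates also reaching 30%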;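 also: 0% = DMSO neutral control and 100% = excess unlabeled competitor peptide PRC23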
# C-LANA FP – KSHV C-LANA DNA binding inhibition; MBP-C-LANA/FAM-LBS DNA binding, fluorescence polarization; inhibition, % at 9 µM; actives 0.078% (n = 340,000); AID 504423;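 active = highest replicate inhibition at or above 60% at 9 µM, even if other replicates fall short; inactive = all replicates below 60% inhibition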;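 also: 0% = neutral control wells and 100% = 4 µM acridine orange control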
# * hit, by the source's call; . = no result given.
SMILES	CAL PDZ FP-1	cardiac RTF act	Rtt109 Vps75	PKA-R2B act	SR-BI uptake up	DAGLB inh	Cardiac RTF inh	Keap1 Nrf2 FP	CAL PDZ FP-2	C-LANA FP
O=C(c1ccccn1)N1N=C2/C(=C/c3ccc(F)cc3)CCCC2C1c1ccc(F)cc1 (stereo unspecified)	-1.1	-5	-5	6	-7	-3	-2	3	.	0.0
N#CC1=C2SCC(O)(c3ccccc3)N2C(=O)CC1c1ccccc1 (stereo unspecified)	-1.4	-3	12	-7	-22	2	2	-4	-1	-1.9
COc1ccccc1N1CCN(c2cc(=O)n(-c3ccccc3Cl)c(=O)[nH]2)CC1	0.2	-3	-5	-3	7	-1	-3	-4	.	-0.3
Cc1c([N+](=O)[O-])c(N)nn1C	-0.9	5	4	9	19	0	-8	0	47*	-0.5
C(=N\c1nc2ccccc2n1CCN1CCCCC1)/c1ccc2c(c1)OCO2	-0.4	-6	-2	3	31	-1	-7	-7	3	-1.4
O=C(CN(c1ccc2c(c1)OCCO2)S(=O)(=O)c1ccccc1)NCc1ccco1	-2.0	-1	-4	2	-2	0	1	-6	1	-3.5
CC(=O)Oc1ccc2oc(C)c(C(=O)N3CCOCC3)c2c1	-1.9	-1	0	8	35	-2	1	-2	-3	1.0
Cc1ccc(C(=O)c2cn[nH]c2-c2cc(Cl)ccc2O)cc1	-2.0	1	12	0	18	-2	-9	6	-2	1.1
Cc1ccc(C(=O)CNc2ccccc2)cc1	-0.3	-2	-11	0	14	0	-1	1	-3	-0.7
CCCCC[C@@H]1C=C(C(=O)O)[C@H](c2ccc(C)cc2)N1S(=O)(=O)c1ccc(C)cc1	-0.5	0	9	-5	10	7	-5	2	-3	1.3
O=C(NCc1ccccc1)c1onc(CS(=O)(=O)c2ccc(Cl)cc2)c1C(=O)NCc1ccccc1	-2.8	-1	1	-4	10	-2	-14	-5	-15	0.5
COc1cc(OC)c(N(C)S(=O)(=O)c2cccc(C(=O)NC3=NCCS3)c2)cc1Cl	-0.8	2	8	-10	-30	1	4	1	-7	-1.4
CC1(C)CC(=O)N(CC(=O)NC2CCCC2)c2ccccc2S1(=O)=O	0.7	3	-5	7	31	-6	5	-4	-6	-1.5
CC(c1ccccc1)N1CCn2c(nc3cc(NC(=O)NC4CCCCC4)ccc32)C1 (stereo unspecified)	-0.2	-8	-9	1	-25	6	3	-3	-1	0.1
CC(=O)N(c1ccc(Cl)cc1)c1cn(C(C)=O)c2ccccc12	-0.2	4	4	0	.	-3	-3	4	10	-1.3
CCN(CC)c1ccc(NC(=O)COc2ccc(N(C)S(=O)(=O)c3cccs3)cc2)cc1	-0.9	3	-2	-4	-40	0	-9	-5	-3	-0.8
S=C(NCCc1ccccc1)N1CCN(Cc2ccccc2)CC1	0.1	-7	3	1	-9	1	4	-7	-3	1.1
O=C(CSc1ccc([N+](=O)[O-])cn1)Nc1cc(C(F)(F)F)ccc1N1CCOCC1	-2.6	-3	-3	-8	-23	0	3	-4	0	-2.1
CCOc1ccccc1NC(=S)NC(=O)C1CCCCC1	-0.8	-4	4	-14	-27	-12	-1	-3	-11	-1.0
Cc1cc(C(=O)N/N=C/C=C/c2ccc3c(c2)OCO3)n[nH]1	-1.2	3	1	-5	-10	2	4	-3	2	-0.1

# (continued)
# Screens in order – CAL PDZ FP-1	cardiac RTF act	Rtt109 Vps75	PKA-R2B act	SR-BI uptake up	DAGLB inh	Cardiac RTF inh	Keap1 Nrf2 FP	CAL PDZ FP-2	C-LANA FP
Cc1cc(C)c(OCC(=O)OCCNC(=O)c2cccnc2)c(C)c1
→ -3.1	6	5	2	9	-1	-26	3	0	-0.4
COc1cc(NC(=O)c2ccco2)c(OC)cc1NC(=O)c1cc(OC)c(OC)c(OC)c1
→ -0.3	7	0	-7	-79	2	-6	4	97*	-0.5
C=CCN1C(=O)C(CC(=O)Nc2ccc(OC)cc2)N(Cc2ccco2)C1=S (stereo unspecified)
→ -2.0	4	-3	-1	31	-1	-6	0	.	0.4
Cc1ccc(-c2noc(=O)n2CC(=O)Nc2ccc(S(=O)(=O)NC3CC3)cc2)cc1
→ -1.1	0	-2	5	-1	-1	-6	5	-2	2.3
COc1ccc(-c2[nH]ncc2CN2CCC(O)(c3ccc(Cl)cc3)CC2)cc1
→ -1.0	-1	3	-1	21	1	-1	1	0	0.8
C=C(C)CNC(=S)N/N=C(\C)c1ccc(OC)cc1
→ 0.4	10	-3	0	-20	-3	9	0	-1	-0.3
COc1ccc(N(CC(=O)NCc2ccc3c(c2)OCO3)C(=O)CCC(=O)Nc2ccccn2)cc1
→ -2.6	-3	-8	-8	31	2	2	-3	-1	0.1
CCN(CCCNC(=O)CNC(=O)Cn1cnc2ccccc2c1=O)c1ccccc1
→ -1.2	3	-9	2	-17	1	-2	-2	1	-2.2
CC1CCCN(c2c([N+](=O)[O-])c(=O)oc3ccccc23)C1 (stereo unspecified)
→ -3.6	-3	3	-18	19	-1	1	4	.	0.3
CCCN1CCN(C(=O)c2ccc(CS(=O)c3ccc(F)cc3)o2)CC1 (stereo unspecified)
→ 0.4	2	-21	6	16	-3	-2	-1	.	-0.8

# 11 compounds already listed, arranged by length of the SMILES, ascending.
# Screens in order – CAL PDZ FP-1	cardiac RTF act	Rtt109 Vps75	PKA-R2B act	SR-BI uptake up	DAGLB inh	Cardiac RTF inh	Keap1 Nrf2 FP	CAL PDZ FP-2	C-LANA FP
C=C(C)CNC(=S)N/N=C(\C)c1ccc(OC)cc1
→ 0.4	10	-3	0	-20	-3	9	0	-1	-0.3
CC(=O)Oc1ccc2oc(C)c(C(=O)N3CCOCC3)c2c1
→ -1.9	-1	0	8	35	-2	1	-2	-3	1.0
Cc1cc(C)c(OCC(=O)OCCNC(=O)c2cccnc2)c(C)c1
→ -3.1	6	5	2	9	-1	-26	3	0	-0.4
Cc1cc(C(=O)N/N=C/C=C/c2ccc3c(c2)OCO3)n[nH]1
→ -1.2	3	1	-5	-10	2	4	-3	2	-0.1
CCCN1CCN(C(=O)c2ccc(CS(=O)c3ccc(F)cc3)o2)CC1 (stereo unspecified)
→ 0.4	2	-21	6	16	-3	-2	-1	.	-0.8
CC1(C)CC(=O)N(CC(=O)NC2CCCC2)c2ccccc2S1(=O)=O
→ 0.7	3	-5	7	31	-6	5	-4	-6	-1.5
CCN(CCCNC(=O)CNC(=O)Cn1cnc2ccccc2c1=O)c1ccccc1
→ -1.2	3	-9	2	-17	1	-2	-2	1	-2.2
C=CCN1C(=O)C(CC(=O)Nc2ccc(OC)cc2)N(Cc2ccco2)C1=S (stereo unspecified)
→ -2.0	4	-3	-1	31	-1	-6	0	.	0.4
COc1ccc(-c2[nH]ncc2CN2CCC(O)(c3ccc(Cl)cc3)CC2)cc1
→ -1.0	-1	3	-1	21	1	-1	1	0	0.8
COc1ccccc1N1CCN(c2cc(=O)n(-c3ccccc3Cl)c(=O)[nH]2)CC1
→ 0.2	-3	-5	-3	7	-1	-3	-4	.	-0.3
COc1cc(OC)c(N(C)S(=O)(=O)c2cccc(C(=O)NC3=NCCS3)c2)cc1Cl
→ -0.8	2	8	-10	-30	1	4	1	-7	-1.4

# (more compounds)
# Screens in order – CAL PDZ FP-1	cardiac RTF act	Rtt109 Vps75	PKA-R2B act	SR-BI uptake up	DAGLB inh	Cardiac RTF inh	Keap1 Nrf2 FP	CAL PDZ FP-2	C-LANA FP
COC(=O)Nc1cc(C)nc2ccccc12
→ 0.0	-5	4	-9	13	3	-10	-7	-3	0.7
COc1ccccc1CNS(=O)(=O)c1c(C)[nH]c(C)c1C(=O)N1CCCC1
→ -0.6	-1	-2	9	1	-1	-2	-2	11	-0.3
Cc1cc(C)n(-c2ccc(C(=O)OCC(=O)Nc3ccccc3F)cc2)n1
→ 1.0	0	-29	-1	1	-5	4	-4	2	0.3
O=C(COC(=O)c1cc(S(=O)(=O)N2CCOCC2)cs1)c1ccccc1
→ -1.5	1	-6	-2	0	0	1	3	1	0.2
Cc1sc2ncn(CC(=O)NCCCC(=O)N3CCC(C)CC3)c(=O)c2c1C
→ -1.7	-4	4	-12	-1	-2	-6	-1	-5	0.7
CCCCN(C(=S)Nc1ccc(F)cc1)c1c(N)n(CCC)c(=O)[nH]c1=O
→ -0.1	-4	-8	3	37	1	-4	0	3	-1.4
CCc1ccccc1NC(=O)CCc1nc(-c2cccs2)no1
→ -1.5	-3	-11	1	1	1	-8	-7	1	-0.2
CCOC(=O)C1(CCOc2ccccc2)CCN(CC=C(C)C)CC1
→ .	-6	6	13	21	2	-1	-3	-3	2.0
CCOCCCNc1ncc2c(n1)CC(c1ccc(C)cc1)CC2=O (stereo unspecified)
→ .	-7	4	-7	24	-2	5	-5	-5	-1.7
Cc1ccc(-c2cc(C(=O)NCCCN3CCOCC3)no2)cc1
→ -2.7	1	.	-5	3	-1	-12	1	-3	0.0
CCCCn1c(N)c(N(CC(C)C)C(=O)c2cnccn2)c(=O)[nH]c1=O
→ -2.4	1	-12	-9	6	-1	0	-6	-4	-0.3
O=c1ccn(-c2ccccc2)[nH]1
→ -1.0	3	1	1	13	-2	1	-2	1	-0.1
O=C(Cc1ccccc1)NCC(=O)N1CCc2ccccc2C1
→ -0.4	0	-5	3	20	0	-5	3	0	0.8
